# 697 NFkB inh = inhibitors of PMA/ionomycin-induced NF-kB reporter, 697 cells, primary screen, B-cell NF-kB inhibitor project, cell-based, luminescence, uHTS | 697 B-cell NF-kB luciferase reporter, 16 h | inhibition, % at 4 µM | 330,000 tested, 0.33% active | AID 435022, 2010; in the data active = inhibition above about 35%
# APJ agonist = agonists of human apelin receptor APJ, primary screen, CHO-K1 cells, PathHunter beta-arrestin, luminescence; P35414; 0% DMSO wells, 100% apelin; activation, % at 20 µM; 330,000 tested, 0.11% active; AID 2520, 2010;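 active = activation more than six SD over the plate average, tested at 20 µM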;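 also: 0% = DMSO alone and 100% = apelin-13 at 10 nM; some results filed as inactive read as strong as hits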
# Target sequence (P35414 whole entry, looked up): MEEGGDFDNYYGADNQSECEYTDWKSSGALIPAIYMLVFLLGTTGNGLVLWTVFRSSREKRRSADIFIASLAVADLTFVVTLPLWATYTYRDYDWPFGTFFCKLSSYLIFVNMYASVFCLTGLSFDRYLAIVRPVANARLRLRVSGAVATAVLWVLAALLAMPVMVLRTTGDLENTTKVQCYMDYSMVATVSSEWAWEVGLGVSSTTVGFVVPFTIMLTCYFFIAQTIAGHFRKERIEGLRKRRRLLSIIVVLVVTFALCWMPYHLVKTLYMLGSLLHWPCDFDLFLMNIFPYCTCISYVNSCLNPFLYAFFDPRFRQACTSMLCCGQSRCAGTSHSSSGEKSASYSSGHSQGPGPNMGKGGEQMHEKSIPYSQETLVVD
#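 Incubation: overnight seeding, 90 min compound at 25 °C, 1 h detection; test system: PathHunter CHO-K1 APJ (AGTRL-1) beta-arrestin reporter cells; amount: 1000 cells/well; doses: one dose, 20 µM compound, 1% DMSO; measured by: beta-gal luminescence; measure: agonist-driven arrestin binding to APJ; benchmarks: negative DMSO alone, positive Apelin-13 at 10 nM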
# Mdm2 MdmX PPI = inhibitors of human Mdm2-MdmX association, primary screen, cell-based, luminescence, split luciferase, SaOS-2, uHTS. SaOS-2 split-luciferase Mdm2/MdmX complementation. inhibition, % at 8 µM. 330,000 tested, 3% active;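 active = inhibition of at least 50% at 8 µM in the primary screen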
# UPR XBP1 act = activators of adaptive XBP1 UPR arm, primary screen, cell-based, CHO-XBP1 luciferase reporter, luminescence, uHTS; activation, % at 20 µM; 330,000 tested, 0.33% active; IRE1-XBP1 UPR activation; percent of tunicamycin response, DMSO as zero;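 active = versus positive control, 20 µM dose yields 30% or more activation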;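 also: 100% = tunicamycin at 10 µg/mL and 0% = DMSO only wells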
#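 Material: CHO-XBP1 cells stably carrying IRE1-XBP1-driven luciferase reporter | Medium: F12 with 10% serum | Compound dosing: 20 µM single concentration, DMSO 1% | Incubation: Overnight seeding at 37 °C, 6 h compound treatment at 37 °C | Detection: Steady-Glo luminescence read | Read-out basis: % activation of reporter signal versus tunicamycin and DMSO controls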
# APJ antag = antagonists of human apelin receptor APJ, primary screen, CHO-K1 cells, beta-arrestin complementation, luminescence; inhibition, % at 20 µM; P35414; AID 2521, 2010; 330,000 tested, 0.32% active;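 active = inhibition above about 40% at 20 µM, limit read from the data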;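 also: cells challenged with 10 nM apelin-13 agonist together with compound; plate controls were apelin-13 plus DMSO wells for no effect and DMSO wells lacking apelin-13 for full effect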
# Jurkat NFkB inh = inhibitors of induced NF-kB luciferase reporter, primary screen, TCR NF-kB activation inhibitor project, cell-based, luminescence, uHTS | Jurkat, PMA/ionomycin-induced NF-kB luciferase reporter | inhibition, % at 4 µM | 330,000 tested, 0.53% active | AID 435003, 2010; in the data active = inhibition above about 50%
# UPR CHOP act = activators of apoptotic CHOP UPR arm, primary screen, cell-based, CHO-CHOP luciferase reporter, luminescence, uHTS; UPR activation; percent of tunicamycin response over DMSO baseline; 330,000 tested, 0.34% active; activation, % at 10 µM; AID 449763, 2010;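 active = at 10 µM dose, activation of 40% or more, normalized to positive control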;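 also: 100% = tunicamycin at 10 µg/mL and 0% = DMSO alone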
#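 Assay system: CHO-CHOP cells, stable luciferase reporter of PERK-eIF2a-CHOP signalling / Buffer or medium: F12 plus 10% serum / Compound dosing: one dose, 10 µM in 0.5% DMSO / Times: 6 h compound treatment, 37 °C / Technique: luciferase luminescence / Read-out: % reporter activation, DMSO baseline versus tunicamycin full activation / Benchmarks: tunicamycin and DMSO controls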
# tim23-1 inh = growth inhibitors of tim23-1 mutant yeast, primary screen, luminescence, uHTS | 330,000 tested, 1.3% active | inhibition, % at 20 µM | S. cerevisiae tim23-1 growth, BacTiter-Glo luminescence, 24 h;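 active = growth inhibition of the mutant yeast at or above 50%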;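 also: temperature-sensitive mutant grown at 25 °C; plate controls were DMSO-treated mutant yeast for no effect and medium wells lacking yeast for full effect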
# Active calls of the source: *. Outcome played no part in choosing rows. About 5% of those tested had a hit in this group.
SMILES,697 NFkB inh,APJ agonist,Mdm2 MdmX PPI,UPR XBP1 act,APJ antag,Jurkat NFkB inh,UPR CHOP act,tim23-1 inh
Cc1cccc(CNc2ncnc3ccc(-c4ccoc4)cc23)c1,-53,-5,79*,0,5,0,-0.1,23
CCc1ccc(NC(=O)C(=O)NCCN2CCN(Cc3ccc([N+](=O)[O-])cc3)CC2)cc1,-5,0,18,-3,-9,22,3.5,12
CCCc1cc(=O)oc2c(C)c(OCC(=O)NCCCN3CCOCC3)ccc12,-9,-2,10,-5,1,-12,-3.9,6
O=C(NNc1ccccc1Cl)C(O)(c1cccc(C(F)(F)F)c1)c1cccc(C(F)(F)F)c1,-1,2,95*,-1,-3,5,1.4,14
CCOC(=O)C1=C(C(C)=O)C(c2cccnc2)C(C#N)=C(N)O1 (stereo not given),-3,-1,-13,-1,7,-10,-1.4,13
CSCc1ccc(C(=O)N2CCCC(Nc3ccc(F)cc3)C2)o1 (stereo not given),-35,1,19,-6,7,-10,0.2,10
CC(Oc1ccccc1)C(=O)N1CCN(c2ccc(N3CCCCCC3)nn2)CC1 (stereo not given),-6,-3,-5,-4,-5,2,0.4,-143
COC(=O)[C@H](Cc1ccccc1)[C@@H](C)OS(N)(=O)=O,-7,-3,-9,3,-11,4,-0.6,-3
CC1(C)CC(=O)C(C=NCc2cccnc2)=C(O)C1,-8,3,26,0,16,0,-3.1,22
Fc1cccc(CCN2CCN=C2Nc2ccccc2)c1,-4,-3,8,2,4,-4,0.3,1
Cc1ccc(NC(=O)Cn2c(-c3ccc(F)cc3)cnc2SCC(=O)Nc2c(C)cccc2C)cc1,-15,-3,3,-3,-10,-10,-1.3,0
CCCCN(CC)C(=O)c1n[nH]c(=O)c2ccccc12,24,-2,-37,-1,5,6,0.3,22
COC(=O)CCN(C(=O)c1ccc(N2CCCCC2)c([N+](=O)[O-])c1)c1ccccn1,16,-4,14,-3,19,11,2.6,24
CCOC(=O)C1CCN(C(=O)CSc2nc(N)cc(=O)[nH]2)CC1,-21,-1,7,2,17,-3,0.5,-4
CC1(C)CC(Nc2ccc(C(F)(F)F)cc2[N+](=O)[O-])CC(C)(C)N1,12,-5,16,-1,-8,-4,-3.0,8
Nc1ccc2c(c1)C(=O)C(=O)c1ccccc1-2,5,13,98*,-8,-34,84*,-8.3,73*
Cc1cc(NC(=O)c2ccco2)no1,-4,-1,21,-3,-6,-14,2.8,15
COc1ccc(/C=N/n2c(-c3n[nH]c4c3CCC4)n[nH]c2=S)c(OC)c1OC,-10,-1,13,-2,2,-4,-0.6,6
CCOc1ccc(OCC)c(-c2c(=O)n(OCc3ccccc3Br)c3ccccc3[n+]2[O-])c1,10,-6,5,2,8,-5,0.8,36
Cc1c2cnn(CC(=O)NCCCN3CCCCC3)c(=O)c2c(C)n1Cc1ccccc1,-13,-1,21,-2,0,-18,1.2,-6
Cc1ccc(NC(=O)CCCCCNS(=O)(=O)c2ccc(C)cc2)cc1,13,5,16,-2,-1,18,-1.8,12
NC(=O)Cc1nc2scc(-c3ccccc3)c2c(=O)[nH]1,24,-4,-1,-3,8,-8,0.9,0
CCN(CC)C(=O)Oc1ccnc2cc(Cl)ccc12,9,-2,37,0,12,-10,-1.1,0
CC1CCCN(C(=O)CSCC(=O)Nc2nc(-c3cccs3)cs2)C1 (stereo not given),-25,1,22,3,9,4,2.9,48
CC(=O)c1cccc(N(C(=O)c2ccco2)C(C(=O)NC2CCCC2)c2ccncc2)c1 (stereo not given),-4,0,10,1,-10,-4,-1.1,12
# Continued.
SMILES,697 NFkB inh,APJ agonist,Mdm2 MdmX PPI,UPR XBP1 act,APJ antag,Jurkat NFkB inh,UPR CHOP act,tim23-1 inh
CCCSc1nc2sc3c(c2c(=O)n1-c1ccc(OC)cc1)CCN(C)C3,-7,-1,-27,-1,-15,-6,1.6,15
N#C/C=C(/c1ccc(F)cc1)N1CCOCC1,19,-4,-15,3,8,18,0.7,-3
CC(C)OP(=O)(CCP(=O)(OC(C)C)OC(C)C)OC(C)C,-3,3,-3,-3,2,15,-0.2,8
CNc1cc(CSC)nc(SCc2ccc(Cl)cc2Cl)n1,4,-5,26,3,10,-15,0.2,48
COc1ccc(CC(=O)NC(CC(=O)O)c2cccc([N+](=O)[O-])c2)cc1 (stereo not given),10,0,5,-3,2,-3,-1.6,11
CC1CCN(C(=O)COC(=O)c2cccs2)CC1,-84,-4,-9,-4,-7,-48,-1.2,26
Cc1csc(SCC(=O)NC2CCC(C)CC2)n1 (stereo not given),5,-7,-10,-1,-57,-8,-0.4,-9
CCCCCCCCOC1OC(CO)C(O)C(O)C1NC(C)=O (stereo not given),-18,-7,19,-2,-12,-5,0.5,-1
Cc1ccc(-n2nnnc2-c2ccccc2)cc1,10,-2,31,2,8,0,3.1,15
COc1ccc(OCCCC(=O)OC(C)C(=O)Nc2ccc(S(N)(=O)=O)cc2)cc1 (stereo not given),3,2,5,-3,6,3,3.5,13
CC1=C(C)CC(C(=O)Nc2ccc(C(=O)N3CCOCC3)cc2)C(C(=O)O)C1 (stereo not given),-3,1,-8,2,-4,-18,-0.5,14
Cn1c(C(C#N)C(=O)c2ccco2)nc2ccccc21 (stereo not given),-46,-2,-1,0,2,-14,5.4,45
O=C(COC(=O)CCC(=O)c1cccs1)Nc1ccc(F)c(F)c1F,16,-4,-5,-3,1,-19,-0.4,-3
Cc1cc2oc(=O)ccc2cc1[N+](=O)[O-],-12,-1,-26,3,-1,-29,-1.3,12
CCC(C)[C@H](N)c1cn([C@@H](Cc2cc3ccccc3[nH]2)C(=O)N2CCNCC2)nn1 (stereo not given in full),-10,-2,10,-2,10,-9,16,-1
CC1(C)Cc2c(sc3c2c(=N)n(Cc2ccco2)c(=O)n3CC(=O)Nc2cccc(Cl)c2)CO1,-8,-5,37,-4,12,-3,-0.3,11
Cc1cc(C2(c3ccc(O)c(C)c3)C(=O)Nc3ccccc32)ccc1O,-3,-1,57*,1,8,-15,1.0,26
CC1=C(C(=O)N2CCCCC2)C2(CCC(C)CC2)OC1=O (stereo not given),15,4,28,3,22,11,0.8,21
CC1(C)CC(NC(=O)c2cccc(S(=O)(=O)N(Cc3ccccc3)c3ccccc3)c2)CC(C)(C)N1,-12,5,95*,5,19,18,-1.1,7
C/C=C(/C)C(=O)Nc1cccc(C2=NOC3(C2)C[C@@H](C(N)=O)N(C(=O)/C=C/CC)C3)c1 (stereo not given in full),9,4,15,-2,-3,10,-1.5,17
Cc1ccc(-n2ncc3c2CCCC3NC(=O)c2ocnc2C)cc1C (stereo not given),27,3,36,-7,-1,45,3.4,18
CC1Oc2ccccc2C=C1/C=N/Nc1ccc(C(=O)O)cc1 (stereo not given),-350,4,-70,-2,-1,-126,2.5,-1
CC(=O)N1c2ccc(S(=O)(=O)N(C)CC(=O)NC3CCCCC3C)cc2CC1C (stereo not given),18,1,23,-4,4,2,-1.7,8
O=C(NCCSc1c[nH]c2ccccc12)c1c(F)cccc1F,-13,2,16,-2,2,0,3.0,19
CCOC(=O)Cc1csc(NC(=O)c2ccc(Br)o2)n1,-3,3,-2,4,9,-10,2.2,15

# Retrieved one by one from the entries so far:
SMILES,697 NFkB inh,APJ agonist,Mdm2 MdmX PPI,UPR XBP1 act,APJ antag,Jurkat NFkB inh,UPR CHOP act,tim23-1 inh
O=C(NNc1ccccc1Cl)C(O)(c1cccc(C(F)(F)F)c1)c1cccc(C(F)(F)F)c1,-1,2,95*,-1,-3,5,1.4,14
CC1Oc2ccccc2C=C1/C=N/Nc1ccc(C(=O)O)cc1 (stereo not given),-350,4,-70,-2,-1,-126,2.5,-1
CC(=O)c1cccc(N(C(=O)c2ccco2)C(C(=O)NC2CCCC2)c2ccncc2)c1 (stereo not given),-4,0,10,1,-10,-4,-1.1,12
CC1=C(C)CC(C(=O)Nc2ccc(C(=O)N3CCOCC3)cc2)C(C(=O)O)C1 (stereo not given),-3,1,-8,2,-4,-18,-0.5,14
CC(C)OP(=O)(CCP(=O)(OC(C)C)OC(C)C)OC(C)C,-3,3,-3,-3,2,15,-0.2,8
CSCc1ccc(C(=O)N2CCCC(Nc3ccc(F)cc3)C2)o1 (stereo not given),-35,1,19,-6,7,-10,0.2,10

# Later entries
SMILES,697 NFkB inh,APJ agonist,Mdm2 MdmX PPI,UPR XBP1 act,APJ antag,Jurkat NFkB inh,UPR CHOP act,tim23-1 inh
Cc1cccc(C)c1NC(=O)CN(C)CC(=O)Nc1sc2c(c1C(N)=O)CCC2,6,-3,5,-1,20,-4,0.8,11
CC(C)C(NC(=O)OC(C)(C)C)C(=O)N1CCCC1C(=O)NC(Cc1ccccc1)C(N)=O (stereo not given),19,-2,-3,0,2,-2,2.4,-3
Cc1ccc(-c2ccc(CCC(=O)O)n2-c2ccc(C(=O)O)cc2)cc1,1,-4,13,-7,5,-10,1.3,23
COC(=O)C1(C)NC(c2cccs2)C2C(=O)N(c3ccc(F)cc3)C(=O)C21 (stereo not given),-4,-5,-3,-2,12,-19,-1.0,-4
O=C(c1cc([N+](=O)[O-])[nH]n1)N1CCSCC1,-24,0,1,1,-2,-2,1.7,-7
CCN1C(=O)C(NC(C)=O)c2cc(OC)ccc21 (stereo not given),31,-4,-6,1,0,14,-1.8,8
Cc1c(NS(=O)(=O)c2ccc3c(c2)NC(=O)CC(=O)N3)cccc1[N+](=O)[O-],6,-8,-2,-1,14,3,0.4,-3
Cc1cccn2c(=O)c3cc(C(=O)NC4CCCC4)c(=N)n(Cc4ccc(F)cc4)c3nc12,16,-2,26,0,14,14,0.8,19
CCC1CCC(N2CCN(c3ccc(F)cc3)CC2)CC1 (stereo not given),-24,-1,-16,-1,3,8,-0.3,-57
CCOc1ccc(-c2nc(S(=O)(=O)c3ccccc3)c(NC)o2)cc1,-9,-1,27,0,-5,-17,-0.1,7
O=C(OCC1O[C@@H](OC(=O)c2cc(O)c(O)c(O)c2)[C@@H](OC(=O)c2cc(O)c(O)c(O)c2)[C@@H](OC(=O)c2cc(O)c(O)c(O)c2)[C@@H]1OC(=O)c1cc(O)c(O)c(O)c1)c1cc(O)c(O)c(O)c1 (stereo not given in full),3,4,46,5,-33,10,0.0,44
Cc1cc(CCN2CCC(=O)NC2=S)ccc1OC(C)C,15,-4,-24,-2,7,8,-1.3,29
CC(C)(C)n1nc2c(c1NC(=O)c1ccc(S(=O)(=O)N3CCCCC3)cc1)CS(=O)C2 (stereo not given),4,6,18,0,7,7,-1.9,15
CCCNc1[nH]c(=O)n(C)c(=O)c1N=O,-1,0,3,-2,12,-2,-0.8,-2
O=C(COC(=O)CCC(=O)c1cccs1)NCc1ccc(Cl)cc1,17,-1,6,-1,0,5,-1.0,11
CN1CCN(S(=O)(=O)c2cccc(C(=O)Nc3cccc(S(N)(=O)=O)c3)c2)CC1,-8,-1,6,-4,14,-21,-1.9,4
O=C(Nc1nnc(Cc2ccc(Cl)cc2)s1)c1ccco1,-22,1,-4,1,6,7,4.5,3
Cc1ccc(S(=O)(=O)Nc2cc(Cl)c(O)cc2C)cc1,10,0,16,-1,-15,7,-2.4,28
CNC(=O)C1CC(=O)N(CCc2ccccc2)C(=Nc2ccc(OC)cc2)S1 (stereo not given),-3,-1,-9,-1,2,-6,1.0,14

# Bioassay records from PubChem.
